# From PubChem BioAssay
# M. tuberculosis GlmU – inhibition of mycobacterial GlmU enzyme – biochemical, glucosamine-1-phosphate acetyltransferase (AID 1376); 220,000 compounds, 0.25% hits; inhibition, %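 (tested at 30 µM in the primary screen)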, or IC50 in µM where a hit was titrated; M. tuberculosis GlmU acetyltransferase enzyme assay; higher % means a stronger effect; in the data active = inhibition above about 13%;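 note: 0% = complete reaction with vehicle and 100% = reaction without substrate; strong numbers were not always called active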
# Mtb RmlCD inh – blocks M. tuberculosis RmlC and RmlD coupled enzymes | P9WH09+P9WH11 | RmlC+RmlD coupled enzyme assay, percent inhibition; primary screen in compound mixtures | inhibition, % at 3.6 µM | AID 1533 | 160,000 compounds, 0.03% hits; in the data active = inhibition mostly above about 34%, no sharp cut-off; note: some results filed as inactive read as strong as hits
# Target sequence (P9WH09 whole entry, looked up): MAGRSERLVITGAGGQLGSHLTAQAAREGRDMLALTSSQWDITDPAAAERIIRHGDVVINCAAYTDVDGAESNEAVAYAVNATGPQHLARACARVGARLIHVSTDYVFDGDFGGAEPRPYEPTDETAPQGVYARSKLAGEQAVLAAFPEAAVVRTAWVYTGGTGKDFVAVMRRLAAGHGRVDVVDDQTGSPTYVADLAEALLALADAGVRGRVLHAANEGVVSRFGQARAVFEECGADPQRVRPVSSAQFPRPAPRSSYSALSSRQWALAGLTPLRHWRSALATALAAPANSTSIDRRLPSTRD
# Target sequence (P9WH11 whole entry, looked up): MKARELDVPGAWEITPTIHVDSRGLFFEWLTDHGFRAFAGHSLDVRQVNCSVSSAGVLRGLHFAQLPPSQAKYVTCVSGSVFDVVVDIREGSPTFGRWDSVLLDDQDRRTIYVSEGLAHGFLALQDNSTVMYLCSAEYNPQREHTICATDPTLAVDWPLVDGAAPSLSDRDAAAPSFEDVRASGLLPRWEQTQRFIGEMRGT
# * hit, by the source's call; . = no result given. Some of the compounds tested; rates above refer to the full screens.
No.	compound	M. tuberculosis GlmU	Mtb RmlCD inh
1	Cn1c(SCC(=O)N2CCCC2)nc2ccccc21	0.6%	6
2	CNC(=O)c1nnsc1S(=O)c1ccc(Cl)cc1 (stereo not given)	108µM*	-37
3	O=C(Nc1ccc2c(c1)CCC2)c1cnc(Cl)c(Cl)c1	1.1%	4
4	CCNc1nc(Oc2ccc(C(=O)OC)cc2)nc(N2CCOCC2)n1	-3.4%	.
5	CCOc1ccc(C(=O)Nc2ccc3c(c2)OCCO3)cc1[N+](=O)[O-]	-1.2%	-42
6	COc1cc(OC)nc(NC(=O)NS(=O)(=O)c2ccccc2Cl)n1	1.9%	.
7	COc1ccc(Oc2cc(C)c3cccc(C)c3n2)cc1	3.2%	.
8	Cc1c(=O)n(OCc2cccc(F)c2)c2ccccc2[n+]1[O-]	0.2%	-6
9	O=C1CC(c2cccs2)c2cc3c(cc2N1)OCCO3 (stereo not given)	-0.2%	9
10	COc1ccc(-c2nc(SC)n(S(=O)(=O)c3ccccc3)n2)cc1	0.0%	.
11	Cc1ccccc1N(C(=O)c1csnn1)C(C(=O)NC(C)(C)C)c1cccs1 (stereo not given)	-7.5%	9
12	Cc1ccc(OCC(=O)Nc2ccccc2N2CCOCC2)c(C)c1	-0.1%	4
13	O=C(NCc1ccccc1Cl)C1CCN(c2cnccn2)CC1	-1.8%	.
14	COc1ccccc1CCNC(=O)CCSc1nc(-c2ccco2)cc(C(F)(F)F)n1	2.9%	.
15	CN(C)c1oc(COc2ccc(F)cc2)nc1C#N	2.6%	-2
16	CN(C)C(=O)Oc1ccc(-c2cn3cc(C(F)(F)F)ccc3n2)cc1	2.4%	6
17	COCC(=O)N(C)C1(c2nnnn2CCOC(=O)Nc2ccc(Cl)cc2)CCCCC1	-6.8%	-1
18	Cc1ccc(S(=O)(=O)Nc2cc(=O)[nH]c(SCC(=O)Nc3cccc(C)c3)n2)cc1	2.9%	4
19	Cc1ccc(OCC(=O)NNC(=S)NC(=O)C(C)(C)C)c(Br)c1	4.9%	1
20	CN(C)n1cccc1/C=C(\C#N)S(=O)(=O)c1cccc(Cl)c1	4.5%	0
21	c1ccc(OCc2nnc3sc(C4COc5ccccc5O4)nn23)cc1 (stereo not given)	5.5%	8
22	Cc1nn(Cc2ccc(Cl)cc2Cl)c(Cl)c1C(=O)Nc1ccc(OC(F)F)cc1	2.5%	-12
23	CCOC(=O)C1C(=O)CC(C)(O)C(C(=O)OCC)C1c1ccc(Br)cc1 (stereo not given)	2.0%	.
24	COC(=O)[C@@]1(Cc2ccc(OC)cc2)[C@H]2c3cc(C(=O)N(C)C)n(C[C@H](O)CO)c3C[C@H]2CN1C(=O)c1ccccc1	0.8%	.
25	O=C(CCN(NC(=O)c1ccccc1)C1=NS(=O)(=O)c2ccccc21)NC1CCCCC1	3.3%	-9
26	O=[N+]([O-])c1cc(-c2ccc(/C=N/c3nc4ccccn4c3-c3ccco3)o2)ccc1Cl	2.0%	.
27	COc1cccc(/C=N/Nc2nc3ccccc3[nH]2)c1OC	5.6%	31
28	Cc1ccc(SCC2=NN(c3nc(C)cc(C)n3)C(=O)C2)cc1	-3.2%	18
29	COc1ccc(Cn2ccnc2SCC(=O)Nc2cccc(NC(C)=O)c2)cc1	0.3%	-7
30	CN(C)S(=O)(=O)c1ccc(C(=O)NCc2nnc(SCC(=O)Nc3ccc(F)cc3)n2-c2ccc(F)cc2)cc1	6.9%	4
31	COC(=O)C1=C(O)/C(=C\c2ccc(CNC(=O)C(=O)Nc3ccc(C)c(C)c3)o2)N=C1C	-4.9%	.
32	Cn1nc(Cc2n[nH]c(=S)n2C)c2ccccc2c1=O	2.5%	-6
33	CN(C)CCCN=Cc1c(O)n(Cc2ccc3c(c2)OCO3)c(=O)c2ccccc12	-1.8%	13
34	CN(C)c1ccc(/C=N/NC(=O)CCc2c[nH]c3ccccc23)cc1	-3.4%	-6
35	COc1ccc(NC(=O)/C(=C\c2ccc3c(c2)OCO3)NC(C)=O)cc1	-3.7%	-4
36	O=C(CCn1c(=O)sc2ccccc21)NCc1ccccc1	3.1%	1
37	COC(=O)c1scc(C#N)c1N/N=C(\C#N)S(=O)(=O)c1ccc(Cl)cc1	1.1%	2
38	O=C(c1ccc(Cl)cc1)c1cnc(-c2ccccc2)s1	-2.6%	-2
39	COCCn1c(=NC(=O)c2cc3ccccc3oc2=O)sc2cc(S(N)(=O)=O)ccc21	7.5%	-3
40	COc1cccc(C=Nc2ccc(C)c(F)c2)c1O	-7.0%	24
41	O=[N+]([O-])c1cc(C(F)(F)F)ccc1Oc1cccnc1[N+](=O)[O-]	-4.8%	-9
42	COc1ccc(CCNC(=O)c2cnn(-c3ccc(C)c(C)c3)c2NC(=O)c2ccco2)cc1OC	3.5%	19
43	OC(c1ccccc1)(c1ccccc1)C1CCNCC1	-2.6%	3
44	Cc1nc2ccc(NC(=O)c3ccc(S(=O)(=O)N(C)c4ccccc4)cc3)cc2s1	7.1%	-1
45	Cn1c(NN=O)nc2ccccc21	8.1%	6
46	O=C(Nc1cccc(S(=O)(=O)C(F)F)c1)c1ccc(S(=O)(=O)N2CCOCC2)cc1	-2.9%	8
47	NC(=S)n1[nH]c(-c2ccc([N+](=O)[O-])cc2)c(N=Nc2ccc(O)cc2)c1=O	.	7
48	O=C(N/N=C/c1sc(N2CCOCC2)nc1-c1ccccc1)c1cccc(S(=O)(=O)N2CCOCC2)c1	3.7%	8
49	O=C(COC(=O)c1cncc(Br)c1)NC1CC1	5.0%	15
50	Cc1ccc(C)c2[nH]c(=O)c(CN(CC3CCCO3)C(=O)NC3CCCCC3)cc12 (stereo not given)	-0.4%	-1
51	C/C(=N/NC(=O)C1COc2ccccc2O1)c1ccco1 (stereo not given)	1.9%	-5
52	Cc1c(C)c(C)c(CN2CCSCC2)c(C)c1C	-1.4%	-5
53	COc1ccccc1NC(=O)CCc1nc2ccccc2s1	3.0%	-2
54	COc1ccc(CCNC(=O)c2csc3c2CCCC3)cc1	1.4%	-8
55	Cc1ccccc1NC(=O)CN1C(=O)NC(C)(c2ccc3c(c2)OCO3)C1=O (stereo not given)	-0.6%	30
56	COc1cc2c(=O)nc3n(c2cc1OC)C(c1ccccc1)N=C(N)N3 (stereo not given)	2.9%	5
57	CCCCOC(=O)c1ccc(NC(=O)Nc2ccc(OC)c(OC)c2)cc1	2.3%	2
58	Cc1scc(C(=O)NNC(=S)NCC2CCCO2)c1C (stereo not given)	1.7%	9
59	COCCCNC(=S)NNC(=S)Nc1ccc(OC)cc1	-12%	7
60	C=CCNC(=O)c1c(N)n(-c2ccc3c(c2)OCO3)c2nc3ccccc3nc12	1.0%	.

# Remaining list, next part.
No.	compound	M. tuberculosis GlmU	Mtb RmlCD inh
61	COc1ccc(CCNC(=O)c2ccc(N3CCCC3=O)cc2)cc1OC	2.8%	9
62	COc1ccc(-c2cc(Nc3ccccc3NC(=O)C(F)(F)F)n(CCC#N)n2)cc1	-1.4%	.
63	Cc1cc(C)nc(N2CCC(C(=O)NNC(=O)Cc3ccccc3)CC2)n1	2.3%	-11
64	Cn1cnc([N+](=O)[O-])c1Nc1ccccc1O	-2.0%	.
65	CN(C)c1nc(-c2ccccc2)nc(-c2ccc(Cl)cc2)c1C#N	-2.6%	-3
66	CC(C)C(=O)NN1c2ccccc2CCc2ccccc21	-4.8%	-4
67	Cc1c(Br)c(C(N)=O)nn1C	-4.9%	4
68	O=C(Nc1nnc(-c2cccs2)o1)c1cccc(C(F)(F)F)c1	2.4%	4
69	Nc1ncnc(Nc2cccc(Cl)c2Cl)n1	8.1%	-14
70	CC1(C)NC(=O)N(CNc2cc(Cl)ccc2Cl)C1=O	1.1%	.
71	Cc1ccc2nc3sc(C(=O)Nc4c(C)[nH]c(=O)[nH]c4=O)c(N)c3cc2c1	-5.0%	-1
72	O=C(O)/C=C/c1cn(-c2ccccc2)nc1-c1cc2ccccc2oc1=O	8.6%	-7

# Laid out differently: results already given
[67] Cc1c(Br)c(C(N)=O)nn1C
[68] O=C(Nc1nnc(-c2cccs2)o1)c1cccc(C(F)(F)F)c1
[69] Nc1ncnc(Nc2cccc(Cl)c2Cl)n1
[70] CC1(C)NC(=O)N(CNc2cc(Cl)ccc2Cl)C1=O
[71] Cc1ccc2nc3sc(C(=O)Nc4c(C)[nH]c(=O)[nH]c4=O)c(N)c3cc2c1
assay / compound,67,68,69,70,71
M. tuberculosis GlmU,-4.9%,2.4%,8.1%,1.1%,-5.0%
Mtb RmlCD inh,4,4,-14,.,-1

# Three structures already listed, ordered by count of non-hydrogen atoms, high to low:
No.	compound	M. tuberculosis GlmU	Mtb RmlCD inh
63	Cc1cc(C)nc(N2CCC(C(=O)NNC(=O)Cc3ccccc3)CC2)n1	2.3%	-11
70	CC1(C)NC(=O)N(CNc2cc(Cl)ccc2Cl)C1=O	1.1%	.
67	Cc1c(Br)c(C(N)=O)nn1C	-4.9%	4

# Following part:
No.	compound	M. tuberculosis GlmU	Mtb RmlCD inh
73	O=C(Nc1ccccc1)c1cc(-c2ccccc2Cl)no1	-5.3%	19
74	CC(=O)Nc1cccn(Cc2c(Cl)cccc2Cl)c1=O	1.4%	-12
75	COc1ccccc1NC(=O)CC1SC(=N)N(c2ccccc2)C1=O (stereo not given)	0.9%	-12
76	COc1ccc(OC)c(NC(=O)CCc2c[nH]c3ccccc23)c1	-6.6%	5
77	Cc1ccc(NC(=O)CN2CCC(C(=O)c3ccc(F)cc3)CC2)cc1	-3.5%	.
78	COc1ccc(-c2csc(/C(C#N)=C\c3cccc([N+](=O)[O-])c3)n2)cc1	2.2%	-6
79	COC(=O)c1[nH]c2ccc(Br)cc2c1NC(=O)CN1CCCCC1CCO (stereo not given)	1.7%	.
80	CC(C(=O)NCCN1C(=O)S/C(=C\c2cccs2)C1=O)N1C(=O)c2ccccc2C1=O (stereo not given)	-1.4%	-2
81	O=C(NCCc1ccccc1)C(=O)NCC(c1ccco1)N1CCOCC1 (stereo not given)	-2.6%	-6
82	O=C(NCCN1CCOCC1)c1cc(=O)[nH]c2ccc(Br)cc12	.	8
83	CCOC(=O)C1=C(C)NC(SC)=C(C#N)C1CC(C)C (stereo not given)	8.7%	0
84	CCc1c(C(=O)Nc2ccc(OC)cc2)[nH]c(C)c1C(C)=O	1.0%	.
85	Cc1cccc(COc2ccccc2/C=N/Nc2ccc([N+](=O)[O-])cc2)c1	3.3%	.
86	COc1cccc(/C=N/n2c(CO)nc3ccccc32)c1OC	2.1%	.
87	CCC(O)c1c(-c2ccccc2)nn(C)c1Cl (stereo not given)	6.1%	3
88	CC(=O)N1CCCc2cc(S(=O)(=O)N(C)Cc3ccccc3)ccc21	-1.6%	.
89	N#Cc1cnn(-c2ccccc2)c1NC(=O)CN1CCN(c2ccccc2)CC1	0.9%	7
90	COC(=O)CCC(=O)OC1(C)C(=O)C2=CN(CC3CC3)C(c3ccc(OC)cc3)=CC2=C(Br)C1=O (stereo not given)	-0.1%	.
91	CC(OC(=O)CNS(=O)(=O)/C=C/c1ccccc1)C(=O)Nc1ccc(S(=O)(=O)N2CCCC2)cc1 (stereo not given)	-5.0%	2
92	COc1cc(C(=O)NC(=S)NNC(=O)[C@H]2C[C@@H]2c2ccccc2)cc(OC)c1OC	-0.5%	-1
93	COc1ccc(/C=C/C(=O)NC(C)(C)C)cc1S(=O)(=O)N1CCOCC1	-1.5%	10
94	CCN(CC)CCNCc1cc(Cl)ccc1OCc1ccccc1F	-9.4%	-5
95	N#CCC(=O)N/N=C/c1ccc(OS(=O)(=O)c2ccccc2)cc1	3.1%	-2
96	COc1cc2c(cc1OC)C(c1ccccc1O)N(C1CC(=O)N(c3ccccc3)C1=O)CC2 (stereo not given)	2.7%	-9
97	COc1ccc(-c2cnnn2-c2ccc(NC(=O)/C=C/c3ccc(OC)c(OC)c3)cc2)cc1	-2.5%	-3
98	Cc1nnc(SCC(=O)Nc2ncc(S(=O)(=O)c3ccc([N+](=O)[O-])cc3)s2)s1	4.8%	4
99	Cc1cc2c(=O)n(Cc3ccco3)c(SCC(=O)NCc3ccco3)nc2s1	-1.9%	.
100	Cn1c(CCCOc2ccc(Cl)cc2Cl)n[nH]c1=S	-2.1%	3
101	COCCN(CCOC)S(=O)(=O)c1ccc(C(=O)Nc2sc3c(c2C(N)=O)CCCCC3)cc1	-5.6%	50
102	CCOc1cc(C)nc(N2CCN(C3CCCCC3)CC2)n1	1.1%	.
103	COc1ccc(CNC(=O)c2cc(-c3cc(C)ccc3O)n[nH]2)cc1	-5.6%	-3
104	COc1cc(C)c(S(=O)(=O)n2nnc3ccccc32)cc1C	-3.0%	-5
105	Cc1sc2ncn(CC(=O)NCc3ccccc3)c(=O)c2c1C	1.5%	21
106	CCN(CC)CCNC(=O)CCn1c(=S)[nH]c2cc3c(cc2c1=O)OCO3	-8.6%	2
107	c1ccc(CSC2=NCCS2)cc1	-0.7%	0
108	CCC(C)[C@H](NC(=O)NCCCOC(C)C)C(=O)OC (stereo not given in full)	-4.1%	8
109	O=C(CSc1nnc(CNC(=O)c2cccs2)o1)c1ccccc1	-0.1%	.
110	COc1ccc(-n2c(O)c(C=NC3CC3)c(=O)[nH]c2=O)cc1	1.1%	-4
111	COc1ccc(CCCc2nnc(SCC(=O)Nc3cc(C)c(C)cc3Br)o2)cc1	-0.5%	11
112	CCOC(=O)C1=C(CCc2ccccc2)NC(=O)NC1c1ccc(C#N)cc1 (stereo not given)	2.4%	.
113	O=C(O)CC1S/C(=N\N=C/c2ccccc2)N(c2ccc(O)cc2)C1=O (stereo not given)	2.7%	9
114	Cc1cc(Br)cc2cn[nH]c12	1.3%	1
115	N#CC1=C(N)Oc2n[nH]c(-c3cccs3)c2C1c1cccnc1 (stereo not given)	-0.6%	7
116	Cc1ccc2nc3c(cc(C#N)c(=O)n3-c3nccs3)c(=O)n2c1	-5.0%	22
117	Cc1cc(Cl)c(S(=O)(=O)NC2CCCCC2)cc1OCC(=O)Nc1nncs1	3.8%	4
